Lipid storage S3 – qHTS Assay for Lipid Storage Modulators in Drosophila S3 Cells. lipid storage change, negative = inhibition, % at the top dose, mostly 46.1 µM; hits show Potency in µM. Drosophila S3 cells, BODIPY lipid droplet fluorescence, 18-24 h; cells fed with added oleic acid. AID 2685. 320,000 compounds, 0.64% hits; active = well fitted inhibition curve with a large enough effect in the signal ratio, with a control signal flat, not every such curve was filed as active; inconclusive = small, poorly fitted or top-dose-only effect, or effect the other way, or a change in a side signal; the % refers to the signal ratio
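Drosophila S3 cells got compounds at several concentrations plus oleic acid (400 uM solution). Laser-scanning cytometry with 488 nm excitation read lipid droplets at 500-530 nm and cells at 575-640 nm. Percent activity was relative to 20 uM Triacsin C.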
Lipid storage S3 cell count max – recorded beside Lipid storage S3, whose call it bears; cell number change, %; measured here: cell count max response;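 cells counted by Cell Tracker Red CMTPX staining in the red channel; peak over a dose series mostly up to 46.1 µM; percent activity relative to internal control wells on each plate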
The depositor's hits bear a star; i = inactive; ? = inconclusive; . = not tested or not shown; [ ] = remark or other dose. % is set by controls: 0 for no effect and ±100 for the full control effect; potency is the fitted concentration of half-maximal effect. A portion of the library; the hit share may differ from the screen's.

Lipid storage S3 | Lipid storage S3 cell count max | Structure
? | . | N#CC1(NC(=O)COC(=O)c2ncc(Cl)c(Cl)c2Cl)CCCCC1
? | . | O=C(O)c1cc(S(=O)(=O)Nc2ccc(OCc3ccccc3)cc2)ccc1Br
? | . | NS(=O)(=O)c1ccc(NC(=O)c2cc(-c3cccs3)nc3ccccc23)cc1
? | . | CN(CC(=O)Nc1ccc(F)cc1Cl)Cc1cccs1
? | . | COc1ccc(CCNCC(C)c2ccccc2)cc1 (stereo not given)
? | . | Cc1cc(C)cc(NC(=O)CCn2ccnc2C)c1
i | 18 | COc1ccc(C2=NOC(C(=O)NCc3ccco3)C2)cc1OC (stereo not given)
? | . | CC(C)CNC(=O)CSc1nc(-c2cccs2)cc(C(F)(F)F)n1
? | . | On1c(-c2ccccc2)nc2ccc(Cl)cc21
? | . | CN(C)S(=O)(=O)c1cccc(COC(=O)C2=COCCO2)c1
? | . | CN(C)/C=C/C(=O)/C=C/c1ccc(Cl)cc1Cl
5% | -12 | O=C(CSc1nc2ccccc2c(=O)n1-c1ccccc1Cl)NC1CCS(=O)(=O)C1 (stereo not given)
? | . | Cc1ccc(C(=O)NCc2ccccc2F)cc1S(=O)(=O)N1CCCC1
i | 19 | O=C(NCCNC(=O)c1ccc(Cl)cc1Cl)c1ccco1
? | . | CCC(=O)N(Cc1ccccc1)c1ccccn1
? | . | NS(=O)(=O)c1ccc(NC(=O)CSc2nnc(COc3ccccc3Cl)n2C2CC2)cc1
-1% | -1 | CC(C)(C)C(=O)OC/C(N)=N/OC(=O)c1ccccc1
? | . | CCOC(=O)c1ccc(N2C(=O)CC(NC3CCN(C(=O)c4ccc(F)cc4)CC3)C2=O)cc1 (stereo not given)
? | . | C=CCNC(=O)c1cccc(NS(=O)(=O)c2ccc(Cl)cc2)c1
? | . | CN1C(=O)NC(c2ccccc2)C2=C1CN(c1cccc(C(F)(F)F)c1)C2=O (stereo not given)
? | . | O=C(CCCN1C(=O)/C(=C/c2cccs2)SC1=S)Nc1cccc(C(=O)O)c1
? | . | COc1ccc(OC)c(CC(NC(C)=O)C(=O)NC2CCN(c3nc(C)cc(C)c3C#N)CC2)c1 (stereo not given)
? | . | Cc1ccc(N2CCN(C(=O)C3CCC(=O)N(Cc4ccc(Cl)cc4)C3)CC2)c(C)c1 (stereo not given)
10% | . | Cc1nc(NCC2CCCO2)[nH]c(=O)c1CCC(C)C (stereo not given)
? | . | COc1ccc(NC(=O)NNC(=O)COc2ccc3ccccc3c2)cc1OC

Some of these compounds in order of the Lipid storage S3 value, low to high:
Lipid storage S3 | Lipid storage S3 cell count max | Structure
-1% | -1 | CC(C)(C)C(=O)OC/C(N)=N/OC(=O)c1ccccc1
5% | -12 | O=C(CSc1nc2ccccc2c(=O)n1-c1ccccc1Cl)NC1CCS(=O)(=O)C1 (stereo not given)
10% | . | Cc1nc(NCC2CCCO2)[nH]c(=O)c1CCC(C)C (stereo not given)

(cont.)
Lipid storage S3 | Lipid storage S3 cell count max | Structure
? | . | CCC(CCC(=O)Nc1nncs1)C(=O)O (stereo not given)
? | . | COc1ccc(-n2c(SCC(=O)NCc3ccco3)nc3sc4c(c3c2=O)CCN(C)C4)cc1
16% | 0 | O=C(CSc1nccn1Cc1ccco1)Nc1cccc(F)c1
i | 1 | O=C(CCCN1C(=O)/C(=C/c2ccc(F)cc2)SC1=S)NC1CCS(=O)(=O)C1 (stereo not given)
0% | . | CCCNC(=O)CNC(=S)N(Cc1ccccc1F)C1CCCCC1
-7% | 17 | COCCCNc1nc2c([nH]1)c(=O)[nH]c(=O)n2C
10% | 11 | COc1cccc(NC(=O)CNC(=O)c2ccc([N+](=O)[O-])cc2)c1
? | . | CC(=O)N1c2c(cc(Br)cc2S(=O)(=O)N2CCN(c3ccccn3)CC2)CC1C (stereo not given)
? | . | O=C(CC12CC3CC(CC(Br)(C3)C1)C2)NC1CCCC1
-5% | 0 | CN1CCN(C2=NC(=O)/C(=C/c3cn[nH]c3-c3ccccc3)S2)CC1
? | . | Cc1c(Cl)cccc1NC(=O)CSc1nnc(C)n1-c1ccccc1
? | . | CCCN(S(=O)(=O)c1ccccc1F)S(=O)(=O)c1ccccc1Br
1% | 23 | Cc1ccc(CS(=O)(=O)CCC(=O)NCc2ccc(F)cc2)cc1
? | . | CCC(/C=C1\Sc2ccc(OC)cc2N1CC)=C\c1sc2ccc(OC)cc2[n+]1CCCS(=O)(=O)[O-]
? | . | O=C(O)c1oc2ccccc2c1CSc1ccc(Cl)cc1
? | . | CCOc1ccc(C(=O)NC2CC3CCCC(C2)N3Cc2ccccc2)cc1 (stereo not given)
i | 2 | CCOCCc1nn2c(=O)cc(CSCC(=O)Nc3ccccc3)nc2s1
? | . | Cn1c(=O)c2c(ncn2CC(=O)N2CCN(C(=O)c3ccco3)CC2)n(C)c1=O
? | . | COc1ccccc1N1CCN(C(=O)COc2cccc3ccccc23)CC1
? | . | O=C(NC(=S)N1CCN(C/C=C/c2ccccc2)CC1)c1c(F)cccc1F
? | . | CC1(C)NC(=O)N(CC(O)CN(c2ccccc2)S(=O)(=O)c2ccccc2)C1=O (stereo not given)
? | . | COc1ccc(CCNC(=O)COC(=O)c2ccc(Br)o2)cc1
? | . | C=CCN=C1N[C@@H](c2cccc(C(F)(F)F)c2)C(C(=O)OC)=C(C)N1CC
? | . | CCC(C(=O)OC)n1cnc2c(nnn2-c2ccc(C)cc2)c1=O (stereo not given)
i | 13 | [2H]C([2H])(CCOS(N)(=O)=O)c1ccccc1

New compounds follow
Lipid storage S3 | Lipid storage S3 cell count max | Structure
-8% | -27 | Cc1ccc(-n2nnc(-c3ccnc4ccccc34)n2)cc1
2% | -1 | O=C(c1cccc([N+](=O)[O-])c1)N1CCOCC1
? | . | Cc1ccc(CC(=O)NCC(c2ccco2)N(C)C)cc1C (stereo not given)
? | . | COc1cccc(NC(=O)CN(C)C(=O)CSCC(=O)Nc2ccc(C)cc2)c1
? | . | CC(=O)O[C@H]1CC[C@@]2(C)[C@@H](CC[C@H]3[C@@H]4CC[C@H](C(C)O)[C@@]4(C)CC(=O)[C@@H]32)C1 (stereo not given in full)
? | . | O=C(/C=C/c1ccccc1Cl)Nc1ccc2c(c1)C(=O)NC2=O
? | . | COc1ccc(OC)c2c1sc(=NC(=O)C1CC1)n2C
? | . | CN1C(=O)CC(N2CCN(Cc3ccc(Cl)cc3)CC2)C1=O (stereo not given)
? | . | O=Cc1ccc(OCc2nnsc2Cl)cc1
? | . | CC(NC(=O)c1ccc(F)cc1)c1ccc2c(c1)CCCC2 (stereo not given)
? | . | CC1(C)CC(=O)c2c(nc3ccccc3c2N)C1
i | -1 | CCc1ccccc1N(CC(=O)N1CCc2ccccc2C1)S(C)(=O)=O
? | . | O=C(CN1C(=O)C2CCCCC2C1=O)OCn1nnc2ccccc2c1=O (stereo not given)
-13% | -2 | O=C(NCC(c1cccs1)N1CCOCC1)c1ccccc1NS(=O)(=O)c1cc([N+](=O)[O-])ccc1Cl (stereo not given)
-7% | -12 | Cc1ccc(-c2nnc(Nc3ccc(C(N)=O)cc3)c3ccccc23)cc1S(=O)(=O)NCC1CCCO1 (stereo not given)
10% | . | Cc1nonc1NC(=O)Nc1cccnc1
-3% | 7 | CC(C)(C)c1ccccc1NC(=O)c1ccc2c(c1)SC1=NS(=O)(=O)CCN12
? | . | CC(=O)Nc1ccc(S(=O)(=O)N2CCN=C2SCc2ccc(C)cc2)cc1
16% | -3 | CSCCC(NC(=O)COc1ccccc1)C(=O)N1CCCCCC1 (stereo not given)
-10% | -4 | COc1ccc(C(=O)C2CCCN(Cc3cn[nH]c3-c3ccccc3)C2)cc1OC (stereo not given)
? | . | Nc1nonc1C(=O)N1CCCCC1
? | . | O=C(CN1CCN(c2ncccn2)CC1)NCc1ccccc1
i | 28 | Cc1nc2nc(C)c(NS(=O)(=O)c3ccc(C4CCCCC4)cc3)c(=O)n2[nH]1
? | . | CCC1=C2CC[C@H]3C(=O)N(c4ccccc4)C(=O)[C@H]3[C@H]2[C@@]2(C)C(=NCc3ccccc3)OC(=O)N2C1=O
i | . | COc1ccc(NC(=O)Nc2ccccc2OC)cc1

(cont.)
Lipid storage S3 | Lipid storage S3 cell count max | Structure
-1% | 1 | Cc1cn(C2C=CC(CO)O2)c(=O)[nH]c1=O (stereo not given)
0% | -10 | Cc1ccc(NC(=O)c2ccc(CSc3nnc(C)s3)cc2)c(C)c1
-15% | -3 | CCN1C(=O)C(O)(C2COC(C)(C)CC2=O)c2cc(Br)ccc21 (stereo not given)
i | 18 | O=C(Cc1ccc(F)cc1)N1CCN(c2ccc(F)cc2)CC1
6% | -1 | N#Cc1ccccc1-n1c(N)c(C(=O)N2CCCC2)sc1=S
? | . | Cc1[nH]nc(SCC(=O)NC2CCCC2)c1[N+](=O)[O-]
26% | 2 | CCn1c(/C=C/N(C(C)=O)c2ccccc2)[n+](CC)c2ccc(Cl)cc21
28% | . | NC(=O)CSc1nccn1Cc1ccc2c(c1)OCO2
20%[9.22 µM] | . | COc1ccc(OC)c2sc(NC(=O)C3=COCCO3)nc12
-23% | -5 | COc1ccc(-c2cc(C(=O)Nc3ccccc3N3CCOCC3)c3ccccc3n2)cc1OC
? | . | CCOCCCNC(=O)c1cc2c(=O)[nH]c3ccccc3c2s1
7% | -3 | COc1cccc(C2CC(C(F)(F)F)n3ncc(C(=O)O)c3N2)c1 (stereo not given)
0% | 6 | CCOC(=O)c1c(O)c(Cl)c(C)[nH]c1=O
? | . | O=C(NCc1cccnc1)Nc1ccc(Br)cc1
19% | 23 | C/C(=N/NC(=O)c1ccoc1C)c1ccc(N2CCOCC2)cc1
? | . | CC(=O)N(C)Cc1ccc(C(=O)CSc2nnc(C3CC3)n2C2CC2)cc1
1% | 6 | COc1ccc(NC(=O)CSc2nnc(-c3ccccn3)n2Cc2ccco2)cc1OC
35% | . | CCN(CC(=O)NCc1cccs1)C(=O)/C=C/c1cccc(Cl)c1Cl
i | . | CCOC(=O)c1c(NC(=O)Cn2nc(C(=O)O)c3ccccc3c2=O)sc(CC)c1C
? | . | CC(=O)Nc1ccc(C2(O)COc3ccccc3O2)cc1 (stereo not given)
i | 4 | CCC(C(=O)NCc1cccs1)n1nc(C)n2c(cc3occc32)c1=O (stereo not given)
-6% | -15 | Cc1ccc(CNC(=O)CSc2nc3ccccc3c3nc(C)nn23)cc1
-6% | -9 | Cc1ccc(-n2nc3ccc(N)cc3n2)c(C)c1
? | . | O=C(Nc1cccnc1)c1cn(-c2ccccc2)nc1-c1cccs1
-20% | -3 | CCCOc1ccc(N2C(=O)CC(SCCc3nc4ccccc4[nH]3)C2=O)cc1 (stereo not given)

A draw from above in order of count of non-hydrogen atoms, lowest first:
Lipid storage S3 | Lipid storage S3 cell count max | Structure
? | . | O=C(Nc1cccnc1)c1cn(-c2ccccc2)nc1-c1cccs1
-20% | -3 | CCCOc1ccc(N2C(=O)CC(SCCc3nc4ccccc4[nH]3)C2=O)cc1 (stereo not given)
-23% | -5 | COc1ccc(-c2cc(C(=O)Nc3ccccc3N3CCOCC3)c3ccccc3n2)cc1OC

Gathered by group: those above containing a tert-butyl group (2)
Lipid storage S3 | Lipid storage S3 cell count max | Structure
-1% | -1 | CC(C)(C)C(=O)OC/C(N)=N/OC(=O)c1ccccc1
-3% | 7 | CC(C)(C)c1ccccc1NC(=O)c1ccc2c(c1)SC1=NS(=O)(=O)CCN12

(listing goes on)
Lipid storage S3 | Lipid storage S3 cell count max | Structure
i | . | O=C(c1cc(Cl)ccc1Cl)N1CCN(c2ccccn2)CC1
2% | 7 | Cc1ccccc1CSCCNC(=O)COc1ccc(Cl)cc1
9% | -13 | Cc1ccc(SCCNC(=O)c2ccccc2)cc1
0% | 5 | COC(=O)c1ccc(NC(=S)N2CCC(C(N)=O)CC2)cc1
-6%[9.22 µM] | -2 | COc1cccc(Cn2nnc(C(=O)Nc3cc(C)ccc3OC)c2N)c1
? | . | CNC(=S)NNC(=O)c1sccc1OCc1ccc(C)cc1
? | . | Cn1nc(Oc2ncc(C(F)(F)F)cc2Cl)cc1C(F)(F)F
? | . | Cc1nc2ccc(S(=O)(=O)Nc3ccccc3C)cc2s1
-5% | 11 | CCOC(=O)C1CCN(C(=O)Cn2nc(CC)n3cccc3c2=O)CC1
? | . | COC(=O)c1c(NC(=O)c2ccco2)sc2c1CCN(C(C)C)C2
3% | -17 | COc1ccc(-c2cc(C(=O)Nc3c(C)n(C)n(-c4ccccc4)c3=O)c3ccccc3n2)cc1OC
? | . | COCCCNS(=O)(=O)c1ccc2c(c1)OCCO2
-17% | 21 | CC(NC(=O)/C(C#N)=C/c1ccco1)c1ccccc1 (stereo not given)
-13% | 3 | CCn1cc(C(=O)NCCN(C)C)c(=O)c2cc(F)c(N3CCN(C)CC3)cc21
? | . | COc1cc(CC(=O)OCC(=O)N2C(C)CCCC2C)cc(OC)c1OC (stereo not given)
-2% | 3 | CC(C)(Oc1ccc(Cl)cc1)C(=O)Nc1cccc(S(=O)(=O)NC2=NCCC2)c1
? | . | O=C(Nc1cccnc1)c1cc(-c2cccnc2)nc2ccc(Br)cc12
i | -4 | CCN1CCCC1CNCc1cccc(OC)c1OCc1ccc(F)cc1 (stereo not given)
? | . | Cc1ccc(C)c(S(=O)(=O)Nc2ccc(S(=O)(=O)Nc3onc(C)c3C)cc2)c1
6% | 11 | O=S(=O)(c1ccccc1)N1CCN=C1SCc1ccccc1Cl

Record cards, from the list above. Order of screens: Lipid storage S3	Lipid storage S3 cell count max
`COc1cc(CC(=O)OCC(=O)N2C(C)CCCC2C)cc(OC)c1OC` (stereo not given) is entered as ?	.
`Cc1ccccc1CSCCNC(=O)COc1ccc(Cl)cc1` is entered as 2%	7

Screening results from PubChem.
